# Source: PubChem BioAssay
# TPT1 inhibitor = blocks Candida albicans tRNA 2'-phosphotransferase | recombinant caTPT1, FP RNA substrate dephosphorylation | inhibition, % at 5 µM | 0.81% of 300,000 active | AID 1962;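 active = inhibition above the mean of all tested compounds plus 3 SD, set per screening campaign, cut at about 24% in these data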;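 also: plate controls were DMSO alone for no effect and ferristatin control at 100 nM for full effect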
# EBNA-1 inh = blocks EBNA-1 binding to DNA; EBNA-1 DNA binding, fluorescence polarization; inhibition, % at 14.8 µM; 0.34% of 300,000 active; in the data active = inhibition above about 28%
# PP1 inh = counter-screen for PP5 inhibitors: inhibitors of human PP1-alpha. P62136. 0.9% of 320,000 active. purified PP1alpha, OMFP fluorescence. inhibition, % at 6.7 µM;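 active = inhibition above the mean inhibition of all tested compounds plus 3 SD, computed separately for each screening campaign, cut at about 15% in these data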
# Target sequence (P62136 whole entry, looked up): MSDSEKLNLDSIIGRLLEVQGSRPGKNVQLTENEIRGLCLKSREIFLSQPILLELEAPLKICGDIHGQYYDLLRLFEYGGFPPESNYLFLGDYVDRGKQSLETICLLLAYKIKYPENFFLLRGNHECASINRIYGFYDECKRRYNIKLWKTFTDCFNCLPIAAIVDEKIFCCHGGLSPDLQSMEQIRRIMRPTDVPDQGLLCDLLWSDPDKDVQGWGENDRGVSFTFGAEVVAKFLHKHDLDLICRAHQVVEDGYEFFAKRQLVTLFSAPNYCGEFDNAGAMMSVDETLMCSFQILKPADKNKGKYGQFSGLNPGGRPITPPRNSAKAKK
# Efflux pump inh = blocks antifungal efflux pumps in multiplex yeast assay; S. cerevisiae Candida pump triplex, Nile Red efflux; inhibition, % at 10 µM; 0.44% of 330,000 active; AID 485275;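 active = plate passing quality check with inhibition over a set limit, or well fluorescence over plate mean plus 4 SD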;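 also: Nile Red retained in pooled yeast measured as flow cytometry median fluorescence; 0% = buffer negative control and 100% = Enniatin B positive control; higher means more Nile Red kept so more efflux inhibition; some compounds called inactive have numbers as strong as hits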
# Fh CTSL1 inh = cathepsin L1 inhibition, PFM18AAP counter-screen; recombinant F. hepatica cathepsin L1, Z-Leu-Arg-MCA fluorescence; inhibition, % at 5.96 µM; 0.49% of 300,000 active; AID 1906;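 active = inhibition above the mean of all tested compounds plus 3 SD, set per screening campaign, cut at about 17% in these data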;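 also: 0% = plate median of test compound wells and 100% = 1 µM Z-Phe-Ala-diazomethylketone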
# HCV core dimer = HCV core protein dimerization inhibition | inhibition, % at 5 µM | AID 1899 | TR-FRET GST/Flag-core106 dimerization, 1536-well | 0.33% of 300,000 active;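 active = inhibition above the mean of all tested compounds plus 3 SD, set per screening campaign, cut at about 45% in these data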
#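 Assay system: GST-tagged and Flag-tagged HCV core protein residues 1-106 / Times: compound-protein-antibody incubation 4 h at 22.5 °C / Signal: time-resolved FRET, ex 340 nm, em 617 and 671 nm / Evaluation: % inhibition based on acceptor/donor emission ratio / Benchmarks: wells lacking GST-core106 and wells with excess unlabelled core106 / Repeats: singlicate, one well per compound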
# PREPL inh = inhibits the human prolyl oligopeptidase-like enzyme | recombinant PREPL, fluorescence polarization activity-based probe | inhibition, % at 5.96 µM | 0.68% of 320,000 active | AID 2751; in the data active = inhibition above about 43%;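 also: 0% = enzyme with DMSO and 100% = wells lacking enzyme; many of its hits are not listed in these tables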
# Target sequence (Q4J6C6 whole entry, looked up): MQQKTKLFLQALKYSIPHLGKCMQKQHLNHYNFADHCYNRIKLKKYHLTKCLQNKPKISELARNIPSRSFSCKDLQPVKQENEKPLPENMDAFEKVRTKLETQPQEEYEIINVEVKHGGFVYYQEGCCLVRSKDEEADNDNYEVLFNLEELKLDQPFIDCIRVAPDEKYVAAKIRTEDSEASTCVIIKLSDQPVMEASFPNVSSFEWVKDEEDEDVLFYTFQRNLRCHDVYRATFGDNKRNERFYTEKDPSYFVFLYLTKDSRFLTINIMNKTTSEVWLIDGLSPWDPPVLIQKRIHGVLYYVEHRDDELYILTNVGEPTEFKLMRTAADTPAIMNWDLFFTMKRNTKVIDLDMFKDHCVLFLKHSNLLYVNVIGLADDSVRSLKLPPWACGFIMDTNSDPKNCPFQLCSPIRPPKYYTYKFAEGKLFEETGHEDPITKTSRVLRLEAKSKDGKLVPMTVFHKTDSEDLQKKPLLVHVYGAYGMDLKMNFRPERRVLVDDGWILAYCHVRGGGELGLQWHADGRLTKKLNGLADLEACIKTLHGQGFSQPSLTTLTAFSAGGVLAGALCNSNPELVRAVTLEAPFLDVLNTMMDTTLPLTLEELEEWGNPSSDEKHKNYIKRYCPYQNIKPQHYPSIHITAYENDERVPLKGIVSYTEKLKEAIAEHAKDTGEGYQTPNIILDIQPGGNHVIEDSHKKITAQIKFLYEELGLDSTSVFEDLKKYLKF
# PP5 inh = inhibitors of human protein phosphatase 5 (PP5) | P53041 | purified PP5c, OMFP substrate fluorescence | inhibition, % at 6.7 µM | 0.18% of 320,000 active;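 active = inhibition above the campaign's mean inhibition across all tested compounds plus 3 SD, cut at about 9.5% in these data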;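 also: 0% = DMSO only and 100% = 100 µM cantharidin control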
# ZTA counter = ZTA (EBV) inhibition in EBNA-1 counter-screen; ZTA-DNA binding, fluorescence polarization; inhibition, % at 11 µM; 0.15% of 320,000 active; in the data active = inhibition above about 33%
# Starred values were filed as active, the others as inactive; / = not tested or not shown.
# Each structure is followed by: HCV core dimer	TPT1 inhibitor	PREPL inh	EBNA-1 inh	PP5 inh	ZTA counter	Fh CTSL1 inh	PP1 inh	Efflux pump inh
Cc1ccc(/C=C2/CCc3c([nH]c4ccccc34)C2=O)cc1
    -1.0	-3.7	-3.0	10.2	-0.3	-6.7	2.5	1.0	-0.2
O=C(CN1C(=O)NC(c2ccccc2)(c2ccccc2)C1=O)NCc1ccccc1
    /	/	-20.1	/	0.7	-9.9	/	-2.5	0.3
COC(=O)c1c(Oc2nc(OC)cc(OC)n2)cccc1Oc1nc(OC)cc(OC)n1
    0.0	-3.1	-0.5	-0.9	0.1	15.9	2.5	-0.3	0.1
COc1ccc(C2Nc3ccccc3C(=O)N2Cc2ccccc2)cc1CN1CCOCC1 (stereo not drawn)
    -0.3	-3.3	6.0	7.2	0.4	6.4	-3.3	-1.2	-0.2
CCn1nc(C)c(CN2CCCC(CNS(=O)(=O)c3ccc(OC)cc3)C2)c1C (stereo not drawn)
    -11.6	-2.4	3.2	-8.9	-1.4	-9.4	3.4	-3.0	-0.2
COC(=O)c1ccccc1NCC(=O)c1ccc(OC)cc1
    -2.2	-6.7	-1.7	-22.4	-2.9	-9.8	-3.7	11.1	0.1
CS(=O)(=O)c1ccc(C(=O)NC2CCCc3ccccc32)cc1 (stereo not drawn)
    -3.0	-0.3	15.8	8.0	0.3	-3.2	-4.5	-0.5	0.0
COc1ccccc1NC(=O)Nc1nnc(CC(=O)Nc2ccccc2)s1
    2.2	-1.4	-2.4	1.6	-0.5	10.4	1.8	-3.7	0.0
CCOCCCn1cnc2c3cc(F)ccc3n(C)c2c1=O
    0.1	0.6	-3.1	-1.6	-2.8	10.4	-3.5	-2.5	0.0
Cc1ccc(CCNC(=O)CCS(=O)(=O)Cc2ccc(C)cc2)cc1
    0.2	-0.8	-17.1	-14.8	3.0	-10.3	-1.7	-1.6	0.1
CCOC(=O)C1CCCN(C(=O)CN2C(=O)/C(=C/c3ccc(OC)cc3)Oc3ccccc32)C1 (stereo not drawn)
    0.0	-1.0	25.0	17.1	5.2	-4.6	2.6	4.2	-0.3
CNc1nc(C)c(C(=O)c2ccc(Cl)cc2)s1
    2.2	-2.4	3.0	-3.4	1.0	4.4	1.5	4.3	0.0
Cc1cccc(C=Nc2ccc3c4c(cccc24)CC3)c1O
    -24.6	9.8	18.2	-10.0	0.0	-10.6	-3.5	-1.5	0.5
Cn1cc(Cl)c(/C=C(\C#N)S(=O)(=O)c2ccccc2)n1
    1.2	-0.7	4.8	3.8	1.2	-3.6	0.3	-1.0	-0.1
CCOC(=O)c1ccc(NS(=O)(=O)c2cnc[nH]2)cc1
    -2.3	1.8	3.8	-1.6	1.4	11.7	-1.8	0.1	0.0
COc1ccc(NC(=O)COC(=O)c2ccc(OC)c(S(=O)(=O)N3CCCC3)c2)cc1OC
    /	/	2.8	/	1.3	1.1	/	-5.1	-0.2
COc1ccc(C2CC(c3ccccc3)=NN2c2ccc(C(N)=O)cc2)cc1 (stereo not drawn)
    9.3	-0.5	35.8	1.1	2.3	9.8	0.9	4.5	0.4
CCN(CC)S(=O)(=O)c1cc(F)ccc1OC
    2.4	0.7	14.1	-2.9	1.1	8.1	0.0	-1.7	0.1
Cc1cc2nc(C3CCN(C(=S)NCCCOC(C)C)CC3)[nH]c2cc1C
    0.5	1.9	5.0	3.6	1.6	9.3	3.1	-2.0	0.1
Fc1ccc(CSc2ncnc3ccccc23)cc1
    4.6	-1.4	11.7	-8.9	1.6	-4.4	-1.2	-3.2	0.0
C=CCOc1ccc(Br)cc1/C=C1\NC(=S)N(C(C)=O)C1=O
    9.6	1.9	-4.1	-0.8	-1.0	4.2	-1.4	4.7	-0.2
N=c1ccn2c(n1)O[C@H]1[C@@H](CO)[C@H](O)O[C@H]12
    1.6	1.9	-1.0	1.5	-0.2	8.5	-4.8	5.1	0.0
CC(=O)Nc1ccc(S(=O)(=O)Nc2nc3ccccc3nc2-n2ccc(=NC(=O)c3ccc(F)cc3)cc2)cc1
    14.7	0.6	-3.2	-1.5	-2.3	9.2	3.5	0.9	0.0
O=C(Cc1ccc([N+](=O)[O-])cc1)N/N=C/c1ccc([N+](=O)[O-])o1
    0.6	5.2	10.4	4.3	-3.4	-4.6	-1.0	-0.5	-0.1
CC(C)[C@H](NC(=O)c1ccccc1)C(=O)N1CCc2ccccc21
    -10.8	-3.1	-13.4	-12.4	0.4	4.2	-3.1	-1.0	0.1
O=C(NC(=S)NNC(=O)[C@H]1C[C@@H]1c1ccccc1)c1ccc(F)cc1
    -3.3	-3.2	19.0	9.7	-1.3	-3.2	2.1	-5.6	-0.3
COc1cc2ccccc2cc1C(=O)Nc1sc2c(c1C(N)=O)CCN(C(C)C)C2
    -15.2	82.0*	20.3	-3.3	7.1	-23.3	2.5	6.4	-0.2
CN(CC(=O)Nc1ccccc1Cl)C1CCS(=O)(=O)C1 (stereo not drawn)
    /	/	5.1	/	1.3	-25.1	/	-2.2	-0.1
O=C(Nc1cc(S(=O)(=O)N2CCOCC2)ccc1N1CCCC1)c1cccnc1Cl
    2.2	-1.4	0.2	-9.3	3.8	7.1	-1.3	-1.3	0.8
O=C(CNC(=O)c1ccccc1Cl)Nc1ccc(F)cc1
    7.7	3.1	1.6	5.6	0.7	6.3	-1.4	0.4	-0.3
Cc1csc(Nc2ccccc2C(F)(F)F)n1
    -3.9	2.6	0.7	5.1	5.9	-7.2	-0.2	3.5	-0.1
c1ccc(C(c2ccccc2)N2CCN(C(c3ccccn3)c3nnnn3C3CCCC3)CC2)cc1 (stereo not drawn)
    1.0	-3.2	-5.2	5.0	2.3	10.8	1.0	-3.2	0.0
Cc1cc(F)ccc1S(=O)(=O)N1CCCOC1CNC(=O)C(=O)NC1CC1 (stereo not drawn)
    3.8	2.0	1.5	-5.6	2.0	2.1	-6.2	-1.6	0.0
Cc1ccccc1NC(=O)NCC1CCN(c2ccc(S(=O)(=O)N3CCOCC3)cc2)CC1
    7.0	0.2	-0.6	8.4	0.2	6.7	1.0	-0.4	0.0
Cc1ccc(C)n1CCN1CCN(CC(=O)Nc2ccc(S(N)(=O)=O)cc2)CC1
    -4.4	-4.7	-2.6	-3.5	2.5	-7.8	3.1	-4.6	0.3
N#Cc1ccc(OCC(=O)NC2=NCCS2)cc1
    2.9	-1.1	-3.0	-4.3	-1.1	-2.2	0.2	-1.8	0.2
CCOc1ccc(NC(=O)c2c(N)n(C)c(=O)[nH]c2=O)cc1
    1.1	-3.3	-1.1	11.4	-0.5	20.8	-4.0	-3.6	/
O=C(COC(=O)C1(c2ccc(F)cc2)CCCC1)N1CCN(C(=O)c2ccco2)CC1
    4.0	-0.2	-1.1	-1.8	-1.6	-5.3	-6.6	-1.0	-0.1
O=C(c1cc([N+](=O)[O-])ccc1N1CCCC1)N1CCCCC1
    3.7	-2.0	0.6	-2.1	-1.4	-4.1	14.9	-8.5	0.1
Cc1cccc(N2CN(Cc3cccnc3)CNC2=S)c1C
    2.7	-2.1	-4.9	-10.6	-1.0	-16.4	2.9	-3.0	0.0
C/C(=N\NC(=O)CNC(=O)c1ccc2c(c1)OCCO2)c1ccco1
    1.0	0.1	-3.6	15.1	-2.0	10.2	0.4	-4.7	-0.1
CCCCNC(=O)CSc1nc2c(sc(=S)n2-c2cc(Cl)ccc2OC)c(=O)[nH]1
    5.4	-4.4	9.5	8.5	0.6	5.7	2.2	4.3	-0.1
COc1cc(Cl)c(C)cc1NCC(=O)Nc1cccc(S(=O)(=O)N2CCCC2)c1
    /	/	18.6	/	4.9	-18.1	/	3.2	-0.2
Cc1ccccc1N(CC(=O)NCCSc1ccccn1)S(=O)(=O)c1ccccc1
    -1.2	-2.6	-21.1	-13.0	1.8	-9.7	-2.9	4.0	-0.1
CCOC(=O)C1CCN(C(=O)COc2ccc(N(C)S(=O)(=O)c3cccs3)cc2)CC1
    1.8	-4.1	2.3	8.1	2.0	-7.1	-3.5	-2.2	0.0
O=S(=O)(Nc1ccc(N2CCCCC2)cc1)c1ccccc1F
    5.0	1.2	16.9	6.2	-0.8	10.2	0.7	-2.7	-0.1
CCN(CC(=O)Nc1cc(Cl)ccc1Cl)C(=O)c1ccc(-n2cccn2)cc1
    /	/	-5.2	/	2.2	3.7	/	0.0	0.1
O=C(CSc1nc2ccccc2c(=O)n1CC1CCCO1)N1CCN(c2ccccc2)CC1 (stereo not drawn)
    2.7	-0.5	40.4	-0.2	0.2	-7.4	0.5	1.1	0.0
CCOC(=O)C1(Cc2cccc(OC)c2)CCN(Cc2ccccc2)CC1
    -0.6	3.9	2.5	-1.1	0.4	-7.6	-0.3	-1.9	0.1
CC1CCC(NC(=O)c2ccc(COc3ccccc3)o2)CC1 (stereo not drawn)
    1.3	-6.7	20.3	-7.2	2.7	-9.9	1.3	-2.0	0.2
CN(C(N)=S)c1ccccc1
    -2.8	-7.3	29.5	1.6	-0.9	10.9	1.8	2.0	0.3
CC(C)(C)c1ccc(-n2ncc3c2CCCC3NC(=O)CCN2CCCO2)cc1 (stereo not drawn)
    -10.3	0.8	3.2	-13.3	1.9	-7.6	2.7	-1.1	-0.1
CS(=O)(=O)C1=C(O)C(=O)N(CCCC(=O)O)C1c1ccccc1F (stereo not drawn)
    -0.5	-1.4	-4.2	3.8	-0.1	-11.8	-1.5	3.6	-0.2
O=C(Nc1cccnc1Cl)c1cc([N+](=O)[O-])ccc1Cl
    2.0	-1.3	2.8	-7.4	1.0	11.9	-1.7	-2.3	0.1
O=C(NCc1ccccn1)Nc1cccc(F)c1
    -11.8	-3.3	-5.8	-3.0	1.5	-10.9	4.6	0.6	-1.3
COc1ccc(COc2cccc3ccc(C)nc23)cc1F
    12.2	-0.5	-7.0	-0.7	2.3	7.3	3.6	2.9	0.0
COc1ccc(CC(=O)N/N=C/c2ccc(-c3cccc(C(=O)O)c3)o2)cc1OC
    -4.2	-5.3	12.4	4.9	0.4	-14.9	9.4	2.9	0.0
CCc1ccc(N(C2C=CS(=O)(=O)C2)S(=O)(=O)c2ccccc2)cc1 (stereo not drawn)
    6.9	1.3	-0.1	-2.7	0.7	-5.7	-2.0	-2.0	0.0
CCN(C(=O)c1cccc(F)c1)c1ccccc1C
    -3.7	1.7	-9.5	-4.2	2.0	11.8	0.1	-1.4	-0.1
Cc1csc(NC(=O)[C@@H](NC(=O)c2ccccc2)C(C)C)n1
    1.1	-2.4	2.9	-3.2	-1.6	-2.3	0.2	-3.3	0.0
Cc1ccc(OCCCN2C(=O)C(=O)c3cccc(C)c32)cc1
    12.1	-0.1	12.0	-2.0	1.8	9.3	2.5	15.5*	0.2
O=C(CC1Oc2ccc(Cl)cc2NC1=O)NC1CCCCCC1 (stereo not drawn)
    -1.7	-3.2	9.1	12.4	-0.2	13.8	1.0	-4.1	0.1
COc1ccc(-c2cc(CCCC(=O)NCCc3ccccc3)no2)cc1
    -5.0	2.3	-2.8	-9.4	1.3	6.2	0.8	-5.8	0.1

# Single records, as listed above.
# O=S(=O)(Nc1ccc(N2CCCCC2)cc1)c1ccccc1F is entered as HCV core dimer = 5.0; TPT1 inhibitor = 1.2; PREPL inh = 16.9; EBNA-1 inh = 6.2; PP5 inh = -0.8; ZTA counter = 10.2; Fh CTSL1 inh = 0.7; PP1 inh = -2.7; Efflux pump inh = -0.1
# CS(=O)(=O)C1=C(O)C(=O)N(CCCC(=O)O)C1c1ccccc1F (stereo not drawn) is entered as HCV core dimer = -0.5; TPT1 inhibitor = -1.4; PREPL inh = -4.2; EBNA-1 inh = 3.8; PP5 inh = -0.1; ZTA counter = -11.8; Fh CTSL1 inh = -1.5; PP1 inh = 3.6; Efflux pump inh = -0.2

# Some of the compounds tested (hit frequency here may not be typical).
